# ARFGAP1 inh: inhibitors of rat ARFGAP1. Q62848. Arfgap1-stimulated ARF1 GTP hydrolysis, GDP FP detection. inhibition, % at 16.5 µM. 360,000 tested, 0.26% active;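 active means inhibition above a per-plate limit, mean inhibition of low control wells plus 3 SD, cut at about 25% in these data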;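 further: 0% = DMSO wells with enzyme and 100% = wells lacking Arfgap1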
# Target sequence (Q62848 1-136 limits assumed): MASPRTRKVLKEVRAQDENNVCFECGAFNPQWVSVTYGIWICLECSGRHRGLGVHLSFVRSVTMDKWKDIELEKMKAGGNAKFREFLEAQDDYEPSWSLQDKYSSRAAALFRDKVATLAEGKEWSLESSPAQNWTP
#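 Material – truncated rat Arfgap1 GAP domain · Buffer or medium – HEPES-based buffer, pH 7.5 · Reagent – human ARF1(Δ1-17)-GTP substrate · Dosing – 16.5 µM single point, 1.26% DMSO · Schedule – GTP hydrolysis reaction 2 h at 25 °C · Technique – GDP detection by fluorescence polarization · Benchmarks – No-Arfgap1 wells (100%) versus DMSO full-reaction wells (0%) · Repeats – single replicate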
# GAA850 FXN act: increases GAA850 frataxin promoter reporter activity; HEK293 lucGAA850 FXN promoter luciferase reporter, 24 h; percent of 10 µM SAHA response; activation, % at 6 µM; 360,000 tested, 0.56% active;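 active means activation above the average of all compounds screened plus 3 SD, cutoff fixed separately per campaign, cut at about 7.5% in these data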;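 further: 0% = DMSO wells and 100% = 10 µM SAHA wells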
# NPR1 activator: GC-A (human) enzyme activation; activation, % at 10 µM; HEK293 GC-A cells, cGMP TR-FRET, EC30 ANP; 0% at EC30 ANP, 100% saturating ANP; 370,000 tested, 0.14% active; P16066; in the data active means activation above about 40%
# DDE Tn6 FP inh: inhibitors of Tn6 peptide binding to human fibrin DD(E); P02675; Fibrin DD(E) TRITC-Tn6 fluorescence polarization displacement; inhibition, % at 8.3 µM; 370,000 tested, 0.21% active;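 active means inhibition above a per-campaign cutoff: mean of compounds within control limits plus 3 SD, cut at about 15% in these data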;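 further: 0% = median of all compound wells on the plate and 100% = blocking peptide control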
# Target sequence (P02675 whole entry, looked up): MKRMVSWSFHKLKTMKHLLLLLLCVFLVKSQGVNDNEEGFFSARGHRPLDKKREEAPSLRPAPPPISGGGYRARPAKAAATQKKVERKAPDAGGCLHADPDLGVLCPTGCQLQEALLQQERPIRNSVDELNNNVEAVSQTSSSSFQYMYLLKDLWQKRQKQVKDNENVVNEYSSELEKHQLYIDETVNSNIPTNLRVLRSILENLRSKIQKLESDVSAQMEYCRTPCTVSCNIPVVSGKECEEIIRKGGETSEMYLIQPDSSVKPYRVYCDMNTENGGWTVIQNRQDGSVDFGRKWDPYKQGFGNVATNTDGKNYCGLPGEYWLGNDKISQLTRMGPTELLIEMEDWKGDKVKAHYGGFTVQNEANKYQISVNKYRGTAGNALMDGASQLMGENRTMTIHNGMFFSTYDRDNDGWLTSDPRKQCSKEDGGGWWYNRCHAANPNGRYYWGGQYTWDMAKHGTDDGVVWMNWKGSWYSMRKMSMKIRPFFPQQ
# proKLK7 act: proKLK7 (human) activation, primary screen; P49862; purified proKLK7, EDANS-DABCYL substrate fluorescence; 100% is mature enzyme control, 0% vehicle; activation, % at 7 µM; 370,000 tested, 0.9% active; AID 652039;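 active means activation above the mean of all tested compounds plus 3 SD, computed per campaign excluding outliers beyond control limits, cut at about 13% in these data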
# Target sequence (P49862 whole entry, looked up): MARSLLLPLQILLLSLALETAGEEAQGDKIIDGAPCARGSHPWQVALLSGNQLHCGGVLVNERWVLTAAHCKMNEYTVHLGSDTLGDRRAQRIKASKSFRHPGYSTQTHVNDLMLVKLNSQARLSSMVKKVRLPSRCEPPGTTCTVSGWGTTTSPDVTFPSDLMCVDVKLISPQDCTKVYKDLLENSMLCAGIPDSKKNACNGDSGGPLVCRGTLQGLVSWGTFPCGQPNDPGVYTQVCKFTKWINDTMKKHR
# ASAP1 inh: blocks human ASAP1-stimulated Arf1 GTP hydrolysis | Q9ULH1 | GDP FP detection | inhibition, % at 16.5 µM | 360,000 tested, 0.19% active | AID 624377; in the data active means inhibition above about 25%;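 further: 0% = vehicle with enzyme and substrate and 100% = no enzyme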
# NPR2 activator: GC-B (human) receptor activation. 370,000 tested, 0.11% active. HEK293-GC-B cells, CNP EC30, cGMP TR-FRET; 0% at EC30 CNP, 100% saturating CNP. P20594. AID 1920062. activation, % at 10 µM;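 active means activation at 10 µM reaching about 35% in either raw or pattern-adjusted values, limit read from the data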
# ADAM10 inh: inhibitors of human ADAM10 | recombinant ADAM10, EDANS/DABCYL FRET peptide cleavage, 3 h | inhibition, % at 7 µM | 370,000 tested, 0.62% active | AID 720582 | O14672;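 active means inhibition above a per-campaign cutoff equal to the mean of compounds falling between control-based bounds plus 3 SD, cut at about 20% in these data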;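 further: 0% = DMSO wells while the 100% control is not disclosed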
# HGIII-sPLA2 inh: Inhibits HGIII-sPLA2 liposome hydrolysis, primary screen; Q9NZ20; QFRET BODIPY PC-A2 liposome hydrolysis, fluorescence; inhibition, % at 12.2 µM; 370,000 tested, 0.56% active; AID 743126;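 active means inhibition above mean plus 3 SD of compounds lying within the high and low control bounds, cut at about 19% in these data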;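 further: 0% = median of test compound wells and 100% = no enzyme DMSO wells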
# rCAG RNA binder: molecules binding r(CAG) RNA repeats; r(CAG) RNA repeat, TO-PRO-1 dye displacement fluorescence; inhibition, % at 3 µM; 370,000 tested, 1.3% active;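 active means inhibition above the plate cutoff, the mean of all test compounds on that plate plus 3 SD, cut at about 35% in these data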;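 further: 0% = DMSO alone and 100% = 100 µM mitoxantrone as full dye displacement; higher means more dye released from RNA so lower well fluorescence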
# * marks the source's active call; other numbers are inactive results; · = not tested or not shown.
SMILES,ARFGAP1 inh,GAA850 FXN act,NPR1 activator,DDE Tn6 FP inh,proKLK7 act,ASAP1 inh,NPR2 activator,ADAM10 inh,HGIII-sPLA2 inh,rCAG RNA binder
CSc1ncnc2c1ncn2CCCNCC(c1ccccc1)c1ccccc1,1,-2.2,-14,-6,-0.5,6,-12,-4,-8,0
O=C(CCCCCn1c(=O)[nH]c2ccccc2c1=O)NC1CCCC1,6,·,0,1,-1.0,2,-5,-2,4,3
CC(C)C1C(=O)N(Cc2cn(CCC3OCCCO3)nn2)CCS(=O)(=O)N1Cc1ccc(-c2ccncc2)cc1 (configuration not stated),-2,-0.6,0,6,0.0,5,0,-12,-3,-1
O=C(COC(=O)/C=C/c1ccc(Cl)c(Cl)c1)NC1CC1,-6,1.7,3,-6,-0.5,-6,1,-2,10,0
COc1cc(NC(=O)CSc2ncnc3scc(-c4ccccc4)c23)c(C(=O)O)cc1OC,-9,1.1,2,1,-0.1,8,3,-10,-5,14
C=CCn1c(SCC(=O)Nc2ccc(OC)cc2)nc2ccccc2c1=O,3,-2.2,2,9,0.0,1,-1,-2,0,3
CC(=O)Nc1cccc(NC(C)=C(C#N)C#N)c1,5,1.6,-4,-2,0.4,4,-1,17,2,1
CCCCOC(=O)CCn1[nH]c(=O)c2ccccc2c1=O,-8,-1.7,-9,1,0.6,3,1,-13,9,2
Cc1ccccc1CN1CCC(n2nccc2NC(=O)c2cccnc2)CC1,-1,1.8,0,6,-0.2,1,-4,-4,3,-4
COc1ccccc1C(=O)NC(=S)Nc1ccc2[nH]c(=O)[nH]c2c1,2,6.8,0,15,0.3,4,-6,-5,1,6
O=C(COc1coc(CN2CCN(c3ccccc3)CC2)cc1=O)Nc1ccccc1F,-10,0.1,2,-2,-0.1,11,2,2,11,-3
NC(=O)C1CCN(C(=O)CC2C(=O)NCCN2Cc2cccc(Oc3ccccc3)c2)CC1 (configuration not stated),-8,1.7,3,2,0.5,-10,5,-24,-2,0
COC(CNC(=O)C1CC(=O)N(CCc2ccccc2)C1)OC (configuration not stated),-6,2.0,4,10,-0.5,-1,-1,7,8,-3
COc1ccccc1C(=O)NCCc1nc2ccccc2[nH]1,7,-4.2,-4,-3,0.4,-11,-11,1,0,-1
Cc1cc(C)cc(Nc2cc(=O)n(C3CCCCC3)c(=O)[nH]2)c1,6,-0.8,0,-5,0.0,6,8,0,3,5
COc1ccccc1/C=C/C=N/NC(=O)Cc1cccn1C,-12,1.8,10,-7,-3.6,0,-2,-42,-10,14
CCCCCCC(=O)N(O)C1CC(=O)N(c2ccc(Cl)cc2)C1=O (configuration not stated),10,2.3,15,1,0.0,0,-8,3,-9,9
O=C(Oc1ccccc1)c1ccc2nsnc2c1,3,1.6,5,-4,-1.1,-6,-3,12,0,5
Oc1ccc(C[C@H]2CNCCN2CCc2cccc(F)c2)cc1,10,1.9,2,2,-0.5,0,-1,1,12,4
O=C(CSc1nnnn1Cc1ccccc1)N1CCN(c2ccccc2)CC1,4,-1.0,1,-4,0.4,12,0,1,7,-6
COc1cc(OC)cc(C(=O)OCC(=O)NC(C)CCc2ccccc2)c1 (configuration not stated),4,-2.9,-10,-1,0.0,9,-5,-2,-5,-5
Cc1ccc(OCC(=O)NCCNC(=O)c2ccco2)cc1,-2,-0.5,-1,-5,-0.7,-6,4,12,4,4
O=C(Nc1ccccc1Cl)O/N=C(/c1ccccc1)c1ccccn1,-2,0.8,-2,1,0.3,-8,3,-1,5,-2
COCCCn1c(=O)/c(=C\c2ccc(OC(F)F)c(OC)c2)s/c1=C(/C#N)C(=O)NCCOC,7,2.9,14,1,-0.2,5,4,1,-7,1
CC(C)Sc1nc2c(c(=O)[nH]c(=O)n2C)n1CC(O)COc1ccccc1 (configuration not stated),-2,-1.8,1,5,-1.1,-10,-1,7,2,-5

# 3 of the entries above in order of their number in NPR1 activator, largest number first:
SMILES | ARFGAP1 inh | NPR1 activator | DDE Tn6 FP inh | proKLK7 act | ASAP1 inh | NPR2 activator | ADAM10 inh | HGIII-sPLA2 inh
COc1cc(NC(=O)CSc2ncnc3scc(-c4ccccc4)c23)c(C(=O)O)cc1OC | -9 | 2 | 1 | -0.1 | 8 | 3 | -10 | -5
CC(C)Sc1nc2c(c(=O)[nH]c(=O)n2C)n1CC(O)COc1ccccc1 (configuration not stated) | -2 | 1 | 5 | -1.1 | -10 | -1 | 7 | 2
O=C(CCCCCn1c(=O)[nH]c2ccccc2c1=O)NC1CCCC1 | 6 | 0 | 1 | -1.0 | 2 | -5 | -2 | 4

# (cont.)
SMILES,ARFGAP1 inh,GAA850 FXN act,NPR1 activator,DDE Tn6 FP inh,proKLK7 act,ASAP1 inh,NPR2 activator,ADAM10 inh,HGIII-sPLA2 inh,rCAG RNA binder
Cn1nnnc1SCC(=O)NCc1cccc(C(=O)O)c1,-9,-1.7,2,4,-0.4,-4,4,3,4,1
O=S(=O)(Nc1nccs1)c1ccc(Br)cc1,4,1.9,1,-2,0.4,1,3,3,-11,3
O=C1CC(c2ccccc2)Cc2nc(N3CCc4ccccc4C3)ncc21 (configuration not stated),-11,1.9,1,-1,0.1,-16,2,-7,-3,2
COc1cccc(Nc2ccc(C(=O)O)cc2N)c1,-5,1.1,-4,2,30*,7,-4,-407,-6,16
Cc1nc(-c2cccc(NS(=O)(=O)c3ccc4ccccc4c3)c2)cs1,4,2.2,-1,-8,0.1,12,3,26*,-62,20
Cc1nn(CC(=O)NC2CC2)c(C)c1S(=O)(=O)NC(C)(C)C,-9,0.7,-2,4,0.0,-6,3,-11,-6,0
O=C(Nc1ccc2ccccc2c1)C(c1ccccc1F)n1c(=O)c(-c2cc3ccccc3[nH]2)nc2ccccc21 (configuration not stated),12,·,3,-7,-24,10,4,-272,10,20
Fc1ccc(Nc2ncnc3sc4c(c23)CCC4)cc1F,-5,0.6,0,3,0.3,9,-2,6,-2,1
COc1ccc(N2CC(C(=O)N[C@@H](C)C(=O)N[C@H](CO)c3ccccc3)CC2=O)cc1 (some centres not stated),11,1.4,3,2,0.2,-2,-2,-9,7,-3
O=C(N[C@@H](Cc1cccnc1)C(=O)N1CCC[C@H]1C(=O)NC1CCCC1)C1CC1,-11,·,-2,7,-0.3,2,-6,-12,10,0
CCOC(=O)Cn1c(=O)c(F)cn(Cc2ccc(OC)c([N+](=O)[O-])c2)c1=O,1,1.6,-7,-17,-0.3,16,2,-4,14,-1
CCOC(=O)N1CCN(C(=O)COC(=O)C2CCN(S(=O)(=O)c3c(Cl)cccc3Cl)CC2)CC1,11,-1.0,5,11,0.2,10,8,1,3,-2
Cc1ccc(N2CC(=O)Nc3c(oc4nc(-c5ccccc5)cc(C)c34)C2=O)cc1,14,0.7,-1,11,0.3,-6,5,0,-2,-1
CCCCCNC(=O)C(c1cc2ccccc2o1)n1c(=O)c(-c2cc3ccccc3[nH]2)nc2ccccc21 (configuration not stated),22,·,8,-1,-0.8,19,3,-75,-1,23
CCc1ccc(CN(C)CC(=O)Nc2sccc2C#N)cc1,-8,1.5,-2,1,-0.1,0,2,0,-3,-2
CCCCn1c(N)c(N(CCOC)C(=O)c2cccc(S(=O)(=O)N(C)c3ccccc3)c2)c(=O)[nH]c1=O,1,0.7,4,-8,-0.2,11,-1,-4,3,3
COC(=O)c1c(NC(C)=O)sc(C(=O)Nc2ccccc2)c1C,-10,2.3,-4,-6,-0.1,-3,0,11,3,1
COc1ccc(-c2noc(Cc3ccccc3OC)n2)cc1,7,1.0,-2,-7,0.0,3,0,-1,-3,-4
Nc1nonc1C(=O)NCCNCc1cc(Br)ccc1OCc1ccccc1F,-2,-3.0,-27,0,0.4,15,-29,25*,-43,-6
Cc1cccc(C)c1NC(=O)C1C2C=CC(C2)C1C(=O)NCc1ccccn1 (configuration not stated),19,0.9,0,-8,-0.1,6,2,-6,3,-3
CCc1ccc(C(=O)OCC(=O)c2c(N)n(CC(C)C)c(=O)n(C)c2=O)cc1,0,1.2,0,6,0.9,-11,0,7,-21,-6
CN(C(=O)CC1C(=O)NCCN1Cc1ccccc1F)C1CCOCC1 (configuration not stated),11,1.1,3,3,2.1,5,0,-65,3,0
O=[N+]([O-])c1ccc(CCNc2cccc3ccccc23)c([N+](=O)[O-])c1,5,-0.2,-6,-4,-3.7,-5,-5,-23,3,7
O/N=C/c1cn(-c2ccccc2)nn1,9,2.0,3,3,-0.2,7,-2,-2,-5,0
CN(C)/C=C/c1onc(-c2c(F)cccc2Cl)c1C#N,0,3.1,5,4,-1.0,5,-1,-10,0,13
# (listing goes on)
SMILES,ARFGAP1 inh,GAA850 FXN act,NPR1 activator,DDE Tn6 FP inh,proKLK7 act,ASAP1 inh,NPR2 activator,ADAM10 inh,HGIII-sPLA2 inh,rCAG RNA binder
CC(=O)C[C@@H]1OC[C@H](CO)N1S(=O)(=O)c1ccc(C)cc1,-8,·,1,3,0.6,-3,0,1,2,2
CC(C)OC(=O)N(C)C[C@H]1OCc2cnnn2CCCC(=O)N([C@H](C)CO)C[C@@H]1C,-2,1.1,4,-1,-0.5,3,0,0,2,-1
CCN(CC(=O)NCc1ccc(Cl)cc1)C(=O)C(C)Sc1ccccc1 (configuration not stated),6,0.3,-1,-2,-0.3,11,-8,-12,-9,-10
CC(C)=CCCC(C)NC(=O)NC1CCCCC1 (configuration not stated),-22,0.8,-3,14,0.6,-1,3,-8,8,-3
CCN(CC)CCN(C(=O)CN1C(=O)c2ccccc2C1=O)c1nc2cc3c(cc2s1)OCO3,3,2.1,0,-1,0.5,-1,0,-7,3,-2
CSc1n[nH]c(NCc2ccc(C)cc2)n1,11,1.2,-3,-1,-0.3,-2,7,-10,9,0
COc1ccc(N2C(=O)/C(=C/c3ccc([N+](=O)[O-])cc3)C=C2c2ccccc2)cc1,3,0.3,-6,1,-0.1,7,-5,3,2,5
Cn1c(N)c(C(=O)COC(=O)c2ccc(F)cc2Cl)c(=O)n(C)c1=O,10,0.3,20,-4,-0.1,10,5,-5,-1,2
Cc1ccc(CNc2nc(C)nc3sc4c(c23)CCC4)cc1,-2,-1.3,40*,8,-0.2,0,45*,-6,2,5
NC(N)=NC(N)=Nc1ccc(O)cc1,0,-1.1,7,-3,-0.3,-11,0,0,2,4
O=C1C(=Cc2ccccc2[N+](=O)[O-])Cc2ccccc21,7,-5.3,9,-6,-0.5,2,7,-4,4,6
O=C1C2CCCN2C(=O)N1CCCCN1CCN(CCO)CC1 (configuration not stated),1,-1.6,4,1,0.6,-7,2,4,7,1
Cc1ccc(NC(=O)C(C)Sc2n[nH]c(CNc3ccccc3)n2)cc1 (configuration not stated),2,-2.2,-3,1,-0.5,14,-1,6,-18,-2
COc1cc(/C=C/C(=O)NNC(=O)c2cccc(S(=O)(=O)N(C)C)c2)cc(OC)c1OC,-10,-2.9,1,0,2.4,-7,5,-27,-2,-3
CCCc1cc(=O)n2nc(N3CCC(C(=O)Nc4cccc(C(C)=O)c4)CC3)sc2n1,2,-1.0,-2,-8,0.3,0,-7,3,-2,1
CN(Cc1ccccc1)C(=O)OCc1cn(Cc2cccc(C(F)(F)F)c2)nn1,·,·,-5,-4,0.3,·,4,11,-13,-1
Cc1ccc2c(N)c(C(=O)N(c3ccccc3)c3ccccc3)sc2n1,-19,-2.6,-10,-3,0.0,-8,-4,-8,12,10
OCCN1CCN(c2ncnc3ccc(Br)cc23)CC1,-5,-3.6,1,8,0.3,1,-7,-3,3,-2

# Bioassay records: PubChem BioAssay, several laboratories
